# From PubChem
# TAG inh – inhibitors of triacylglycerol accumulation; H9c2 cells, Nile Red lipid (TAG) fluorescence; cells loaded with 200 µM oleic acid; inhibition, % at 12.5 µM; 230,000 compounds, 0.66% hits;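 active = pattern-corrected inhibition of lipid staining of at least 50% with the nuclear-stain viability signal not falling by more than 50%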;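 also: 0% = DMSO wells and 100% = triacsin C control wells; some results filed as inactive read as strong as hits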
# TAG inh DAPI viability – further read-out of TAG inh, marked with its call; DAPI nuclei signal change (viability), lower = more cytotoxic, %;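 whole-well DAPI fluorescence read on a plate reader as a viability signal; minus 50 percent equals half of cells still viable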
# The depositor's hits bear a star. Not all compounds are listed. The share of hits here may be higher or lower than overall.
SMILES,TAG inh,TAG inh DAPI viability
CC(=O)Cn1c(CN2CC(C)CC(C)C2)nc2c1c(=O)n(C)c(=O)n2C (configuration not stated),-17,14
Cc1ccc(SCC(=O)OC(C)C(=O)Nc2ccc(S(N)(=O)=O)cc2)cc1C (configuration not stated),17,-3
Cc1cc(C(F)F)n2nc(C(=O)NCc3ccccc3F)nc2n1,-8,-3
O=C(NCC(=O)N1CCCCCCC1)c1cccc([N+](=O)[O-])c1,9,1
COc1ccccc1C(=O)COC(=O)CNS(=O)(=O)c1ccc(NC(C)=O)cc1,12,-2
CC(C)(C)NC(=O)NC(=O)CN1CCN(c2ccccc2)CC1,16,-16
NS(=O)(=O)c1ccc(CCNC(=O)Cc2ccc(S(=O)(=O)N3CCOCC3)s2)cc1,5,-2
COC(=O)C1C(=O)C2=C(CC1C)NC(C)=C(C(=O)OC1CCCC1)C2c1ccc(N(C)C)cc1 (configuration not stated),22,-21
CCN1C(=O)[C@H]2[C@@H](c3ccc(OC)cc3)N[C@]3(CCCN(Cc4ccc(Br)cc4)C3=O)[C@H]2C1=O,-8,-5
Cc1cccc(OCC(=O)N2CCN(C(=O)CCC3CCCC3)CC2)c1,-6,1
Cc1noc(C)c1S(=O)(=O)Nc1ccc(C(=O)NCc2ccccc2)cc1,-5,13
Cc1cccc(NC(=O)c2ccc(S(=O)(=O)N3CCCCC3C)cc2)n1 (configuration not stated),-11,0
COCCCn1c(SCC(=O)Nc2ccccc2)nnc1-c1ccncc1,-1,-4
COc1ccc(S(=O)(=O)n2ccc(-c3cnc(-c4ccccc4)s3)n2)cc1,-70,16
O=C(Nc1ccccn1)c1cccs1,-3,-17
Cc1nn2c(=O)c(NC(=O)c3ccc(F)cc3)cnc2s1,6,-2
O=C(NCC1CCCO1)C1CC(=O)N(c2ccc(F)c(Cl)c2)C1 (configuration not stated),-3,0
O=C(CN1C2CCCC1CC(NC(=O)C1CCCCC1)C2)NCc1ccc(F)cc1 (configuration not stated),12,-13
COc1ccc(N2CC(C(=O)N3CCN(c4ccccc4)CC3)CC2=O)cc1 (configuration not stated),-1,-2
CC(=O)Nc1cccc(NC(=O)c2ccc(C(=O)Nc3cccc(NC(C)=O)c3)nc2)c1,6,-2

# Full records as entered above:
# O=C(CN1C2CCCC1CC(NC(=O)C1CCCCC1)C2)NCc1ccc(F)cc1 (configuration not stated) is listed as TAG inh: 12; TAG inh DAPI viability: -13
# NS(=O)(=O)c1ccc(CCNC(=O)Cc2ccc(S(=O)(=O)N3CCOCC3)s2)cc1 is listed as TAG inh: 5; TAG inh DAPI viability: -2

# Remaining list, next part:
SMILES,TAG inh,TAG inh DAPI viability
COc1ccc(S(=O)(=O)N2CCOC2CNC(=O)C(=O)NCc2cccnc2)cc1OC (configuration not stated),9,-2
CCN(CC(=O)NCc1cccs1)C(=O)/C=C/c1cc(OC)ccc1OC,21,19
Cc1ccc(NC(=O)CN2CCN(S(=O)(=O)c3ccc4c(c3)OCCO4)CC2)c(C)c1,4,-2
COc1cc(NCCCNC(C)C)c2nccc(C)c2c1,16,3
C/C=C/c1ccc(OCC(=O)NCc2ccccc2OC)c(OC)c1,-13,-5
Cc1cc(C(=O)NC2CCCN(Cc3ccc(Cl)cc3)C2)c(C)o1 (configuration not stated),-3,-1
COc1ccc(CC(=O)Nc2ccccc2N2CCCCC2)cc1OC,-6,6
COc1ccc(S(=O)(=O)NC2CCCC2)cc1Br,2,0
COc1ccccc1N1CCN(CCCCOc2ccc(F)cc2)CC1,-3,7
COc1cc(C(=O)OCc2csc(CC(=O)Nc3ccccc3C)n2)ccc1OCC(C)C,2,-5
COc1ccc(C(=O)O)cc1N1C(=O)Nc2ccccc2N1O,10,-4
CNC(=O)COC(=O)Cc1ccc(Cl)cc1,8,-5
COc1ccc(OC)c(NC(=O)Cn2c(=O)n(CC(=O)NCc3ccco3)c(=O)c3ccccc32)c1,7,-10
CCOC(=O)C1=C(c2ccccc2)NC(=O)NC1c1cc(OC)c(OC)c(OC)c1 (configuration not stated),-25,-2
N#Cc1ccccc1S(=O)(=O)N1CCN(C(=O)CCNS(=O)(=O)c2ccc(Cl)cc2)CC1,-5,3
Clc1ncc(Cn2cccn2)s1,2,1
c1ccc(C2OCC3(CO2)COC(c2ccccc2)OC3)cc1 (configuration not stated),9,2
OCCCNc1ncnc2c1ncn2[C@H]1CN(Cc2ccc(-c3ccccc3)cc2)C[C@@H](CO)O1,4,5
CC(=O)Oc1ccc(N(C(C)=O)S(=O)(=O)c2ccccc2)c2ccccc12,-9,2
COc1ccc(NC(=O)Cc2c(F)c(F)c(F)c(F)c2F)cc1OC,-8,-2

# Random excerpt: 2 entries already listed, in no set order.
SMILES,TAG inh,TAG inh DAPI viability
CCN(CC(=O)NCc1cccs1)C(=O)/C=C/c1cc(OC)ccc1OC,21,19
COc1cc(C(=O)OCc2csc(CC(=O)Nc3ccccc3C)n2)ccc1OCC(C)C,2,-5

# Next records:
SMILES,TAG inh,TAG inh DAPI viability
Nc1nc(N=Nc2ccc(O)cc2)cc(=O)[nH]1,5,-7
COc1ccc(NC(=O)CC2SC(=N)N(c3ccccc3)C2=O)c(OC)c1 (configuration not stated),-1,5
CCOc1ccccc1NC(=O)Nc1ccc(Br)cc1C,12,-16
CC(C(=O)NC1CC(C)(C)NC(C)(C)C1)c1ccc([N+](=O)[O-])cc1 (configuration not stated),2,0
CCOc1ccccc1NC(=O)CSc1nc(=O)n(Cc2ccccn2)c2c1CCC2,-13,3
COc1ccc(C)cc1S(=O)(=O)NCC(c1ccc2c(c1)OCO2)N1CCOCC1 (configuration not stated),-8,-4
Cc1ccc2c(=O)n3c(nc2c1)C(CC(C)C)NC(=O)c1cccnc1-3 (configuration not stated),14,3
O=C(CCS(=O)(=O)c1ccccc1)N(CCCN1CCOCC1)c1nc2ccccc2s1,18,6
Cc1ccc(OCCC(=O)OCC(=O)NCCc2ccc(Cl)cc2)cc1,-7,0
COc1ccc(C(=O)c2sc(NC(C)C)nc2N)cc1OC,-10,-6
Cc1ccc(C23OCCN2CCn2nc4ccccc4c23)cc1 (configuration not stated),6,33
CC#Cc1cc2c(cc1O)CCC1C2CCC2(C)C(O)CCC12 (configuration not stated),10,-7
CCOc1ccc(OCCSc2nc(N)cc(=O)[nH]2)cc1,-2,-3
O=C1CC2c3ccccc3C1C1C(=O)N(CCO)C(=O)C21 (configuration not stated),-21,6
O=C(O)c1cccc(OCCN2CCCC2=O)c1,5,-5
COCCNc1nc(Oc2cccc(NC(C)=O)c2)c2sc(-c3ccccc3)cc2n1,22,-2
Cn1nc(C(=O)OCC(=O)Nc2cccc(S(=O)(=O)N3CCCC3)c2)c2ccccc2c1=O,-10,6
COc1ccc(/C(C)=N/NC(=O)CNC(=O)CCc2ccccc2)c(OC)c1,-2,-3
Cc1ccc(S(=O)(=O)N(C)c2ccc(OC(=O)c3cccs3)cc2)cc1C,2,-4
CCc1c(C(=O)Nc2cc(C)cc(C)c2)[nH]c(C)c1C(C)=O,9,-12

# Exported with tabs: part of the list above.
Structure	TAG inh	TAG inh DAPI viability
CCOc1ccccc1NC(=O)CSc1nc(=O)n(Cc2ccccn2)c2c1CCC2	-13	3
COc1ccc(C)cc1S(=O)(=O)NCC(c1ccc2c(c1)OCO2)N1CCOCC1 (configuration not stated)	-8	-4
Cc1ccc2c(=O)n3c(nc2c1)C(CC(C)C)NC(=O)c1cccnc1-3 (configuration not stated)	14	3
O=C(CCS(=O)(=O)c1ccccc1)N(CCCN1CCOCC1)c1nc2ccccc2s1	18	6
Cc1ccc(OCCC(=O)OCC(=O)NCCc2ccc(Cl)cc2)cc1	-7	0
COc1ccc(C(=O)c2sc(NC(C)C)nc2N)cc1OC	-10	-6
Cc1ccc(C23OCCN2CCn2nc4ccccc4c23)cc1 (configuration not stated)	6	33

# Grouped by structure, the compounds so far with an NH in an aromatic ring.
SMILES,TAG inh,TAG inh DAPI viability
Nc1nc(N=Nc2ccc(O)cc2)cc(=O)[nH]1,5,-7
CCOc1ccc(OCCSc2nc(N)cc(=O)[nH]2)cc1,-2,-3
CCc1c(C(=O)Nc2cc(C)cc(C)c2)[nH]c(C)c1C(C)=O,9,-12

# New compounds follow.
SMILES,TAG inh,TAG inh DAPI viability
COC(=O)c1ccc(CSc2nc(C)nc3c2c(=O)n(C)c(=O)n3C)o1,-6,5
O=C(Nc1cccc(-n2cnnn2)c1)c1cc2ccccc2o1,6,-4
COc1cc(NC(=O)Cc2nn(C)c(=O)c3ccccc23)cc(OC)c1,-36,1
CC1(C)CC(=O)C=C(NCCN2CCN(C(=S)Nc3ccc(F)cc3)CC2)C1,9,-7
CCCc1cc(=O)[nH]c(SCC(=O)Nc2cc(S(=O)(=O)N3CCOCC3)ccc2N(CC)CC)n1,-35,7
O=C(Nc1c(S(=O)(=O)c2ccccc2)csc1Br)c1ccccc1Cl,-1,8
Cc1cccc(Nc2nnc(SCC(=O)Nc3ccccc3[N+](=O)[O-])s2)c1C,-29,-20
COc1ccc(-c2[nH]c(-c3ccc(F)cc3)nc2SCC(=O)NCc2ccco2)cc1OC,28,-8
c1cncc(-c2nnc3sc(-c4ccco4)nn23)c1,2,6
COc1ccc(-n2cnnc2SCC(=O)Nc2ccc(N3CCOCC3)cc2)cc1,-3,5
CCN1CCc2c(sc(NC(=O)c3ccc(S(=O)(=O)N(CC)c4ccccc4)cc3)c2C(N)=O)C1,-17,7
CC12CCC(C(=O)N3CCCCCC3)(OC1=O)C2(C)C (configuration not stated),5,-5
CC1=C(C#N)S(=O)(=O)C(C#N)C(c2ccccc2)C1 (configuration not stated),5,3
CN(C)S(=O)(=O)c1cccc(-n2sc3ccccc3c2=O)c1,20,-3
COc1cccc2c(=O)c(C(=O)NCc3cccs3)c[nH]c12,-1,-8
CCCNC(=O)CCn1nc(-c2ccc(Cl)cc2)c2ccccc2c1=O,-3,1
COc1ccccc1C(=O)NCCC(=O)NCC1CCCO1 (configuration not stated),12,5
CC(C)NC(=O)c1ccc2c(=O)n(Cc3ccco3)c(=S)[nH]c2c1,-5,14
CCCCNC(=O)C1CCN(S(=O)(=O)c2ccc3c(c2)CC(C)N3C(=O)C2CC2)CC1 (configuration not stated),-7,-6
COc1cc(OC)c(S(=O)(=O)Nc2ccccc2N2CCOCC2)cc1NC(C)=O,6,-4
COc1cc(C#Cc2c(-c3cncn3C)n(C)c3ccc(-c4ccc(OC)c(OC)c4)cc23)cc(OC)c1,70*,107*
O=C(O)COCc1nc2ccccc2s1,-15,7
COc1ccccc1C(=O)NCCC(=O)N1CCCC(C)C1 (configuration not stated),15,-3
CCOC(=O)[C@H]1[C@H]2COc3ccc(C)cc3[C@@H]2N2C(=O)CN(Cc3ccccc3)C(=O)[C@@]12C,17,-8
COc1cc(/C=C(\C#N)C(N)=O)ccc1OCc1c(C)no[n+]1[O-],8,-1
O=C1Nc2c(Br)cc(Br)c3cccc1c23,19,14
COc1cccc(NCc2ccc([N+](=O)[O-])s2)c1,-35,13
Cc1ccc(C(=O)NC(=S)Nc2ccc(S(=O)(=O)N(C)c3ccccc3)cc2)cc1,-11,-1
CCOC(=O)C1CCN(C(=O)C2CCN(S(=O)(=O)c3ccc4ccccc4c3)CC2)CC1,-20,4
COc1ccc(Cc2nnc(SCC(=O)Nc3cc(Cl)ccc3OC)[nH]c2=O)cc1,29,11
COc1ccc(-c2nnc(SCC#CCO)o2)cc1OC,-15,15
Cc1ccc(CN2CCC2(C)C(=O)NC(C)C)cc1 (configuration not stated),-10,-3
CCOC(=O)C1(Cc2cccc(F)c2)CCN(CC(O)CO)CC1 (configuration not stated),-5,5
C[C@H]1CN([C@@H](C)CO)C(=O)c2cc(Br)cnc2O[C@H]1CN(C)S(=O)(=O)c1ccccc1F,131,-107
Cc1cc(NC(=O)COC(=O)c2c(Cl)cccc2Cl)no1,17,-5
O=C(CN1CCOCC1)NNc1c2ccccc2nc2ccccc12,-8,2
CCCCCNCC(=O)Nc1cc(C(F)(F)F)ccc1OCCOC,-4,-11
O=c1ccnc(SCCc2ccc([N+](=O)[O-])cc2)[nH]1,7,-5
CCOC(=S)SCC(=O)Nc1nccs1,-9,8
Cc1ccc(Cn2c(C3CCCN3c3nc(C)cs3)nc3cc(C(F)(F)F)ccc32)cc1 (configuration not stated),26,-6
CCCOc1ccc(NC(=O)C2CCCNC2=O)cc1 (configuration not stated),-10,-6
CCOC(=O)c1c(NC(=O)CC(C)C)sc(C(C)=O)c1C,27,-1
CN1CCN(S(=O)(=O)c2cccc(C(=O)N(Cc3nnc(-c4ccccc4Cl)o3)C3CC3)c2)CC1,-6,8
Cc1c(C=Nc2ccc(S(=O)(=O)N(C)C)cc2)c(O)[nH]c(=O)c1C#N,-16,15
O=[N+]([O-])c1ccc(OCCCCN2CCc3ccccc3C2)cc1,-1,4
CC(NC(=O)CSc1nnnn1C1CC1)c1ccccc1Br (configuration not stated),9,-1
Cc1ccc(C)c(NC(=O)CN(C)C(=O)c2cc(-c3cccs3)nn2-c2ccccc2)c1,29,-1
Cc1cc(NC(=O)CN(C)C)c([N+](=O)[O-])cc1C,11,-11
CCOC(=O)C1CCCN(Cc2ccc(OCc3ccccc3)cc2)C1 (configuration not stated),-7,6
O=C(CCCC(=O)n1cnc2ccccc21)n1cnc2ccccc21,3,-4
COc1ccc(N2C(=O)C(CC(N)=O)N(NC(=O)CCc3ccccc3)C2=O)cc1 (configuration not stated),-1,14
COc1cccc(CNC(=O)CN2C(=O)CSc3ccc(S(=O)(=O)N4CCCC4)cc32)c1,0,-12
CC(C)C#Cc1cnc2c(c1)C(=O)N([C@H](C)CO)C[C@@H](C)[C@H](CN(C)C(=O)Nc1ccccc1F)O2,18,-10
COc1ccc(CCNC(=O)c2cnc3ccccn3c2=O)cc1,-10,-5
Cc1ccn2c(=O)nc(SCC(=O)N3CCCC3)nc2c1,6,2
CC(=O)Nc1ccc(-c2ccnc3c2CC(C)(C(=O)NCc2ccc(N4CCN(C)CC4)cc2)O3)cc1 (configuration not stated),33,-10
COc1ccc(C(O)Cn2c(=N)n(CCCN(C)C)c3ccccc32)cc1 (configuration not stated),11,13
Cc1cccc(Cn2nc(C)cc2NC(=O)CCCn2ccc([N+](=O)[O-])n2)c1,-9,-3
COc1cc(/C=C/c2[nH]c(=O)[nH]c(=O)c2[N+](=O)[O-])ccc1OCCC(C)C,1,-9
Cc1cc(C)c(Cn2c(=O)n(CCCC(=O)NCc3ccco3)c(=O)c3sccc32)c(C)c1,24,-6
